Screening results as filed in PubChem.
ER stress rescue – rescue of cells from ER stress-induced death, primary screen, 384-well, CSM14.1, thapsigargin, ATP luminescence (AID 1222); 190,000 tested, under 10 active; one-dose cellular ATP content (survival), % at 20 µM; EC50 in µM for titrated hits; CSM14.1 thapsigargin-induced death rescue, ATP luminescence; higher % means a stronger effect;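 active = EC50 below 50 µM in the dose-response confirmation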;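 also: death triggered by thapsigargin at about 15 µM added after 2 h compound pretreatment; cell ATP read after overnight thapsigargin exposure of roughly 18 to 22 hours; normalized against plate controls of thapsigargin alone and 5% DMSO vehicle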
Myeloid diff 2 – induction of myeloid progenitor differentiation, primary screen, cell-based, flow cytometry, MLPCN library | calls only at 10 µM | AID 624256, 2012 | 360,000 tested, 1% active | ER-HoxA9 myeloid progenitors, lysozyme-GFP differentiation;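 active = normalized GFP-positive differentiation at or above the plate's own cutoff, the solvent-only control mean plus 3 SD; inconclusive = no clear call, values can overlap the other calls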;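 also: cells exposed to compound for four days before flow analysis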
P. falciparum M17LAP – P. falciparum M17LAP inhibitors, primary screen, biochemical, fluorogenic H-Leu-NHMec substrate, 1536-well (AID 1619); Leucine aminopeptidase (Plasmodium falciparum (isolate 3D7)); recombinant M17LAP, H-Leu-NHMec fluorogenic kinetic assay; higher % means a stronger effect; inhibition, % at 30 µM, or IC50 in µM where a hit was titrated; 220,000 tested, 0.38% active;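 active = compound inhibiting the enzyme by more than half at any dose during confirmatory dose-response retesting; inconclusive = strong single-dose inhibitors picked by rank but not retested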;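 also: plate controls were full reaction with DMSO carrier for no effect and no enzyme background for full effect; strong numbers were not always called active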
XIAP antagonists – XIAP antagonists, biochemical, IAP family, fluorescence polarization (AID 1018). displacement, % at 20 µM; hits with a dose series show IC50 in µM. E3 ubiquitin-protein ligase XIAP (Homo sapiens). 200,000 tested, 0.007% active. XIAP BIR domain, fluorescence polarization peptide displacement; higher % means a stronger effect; in the data active = displacement above about 50%; also: a part of the inactive calls stands beside numbers as strong as those of hits
human PMI inhibition – inhibitors of human PMI, primary screen, biochemical, fluorescence intensity, coupled assay (AID 1209); inhibition, % at 20 µM; hits with a dose series show IC50 in µM; purified PMI enzyme, coupled fluorescence intensity; higher % means a stronger effect; Mannose-6-phosphate isomerase (Homo sapiens); 190,000 tested, 0.42% active;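 also: plate controls were DMSO vehicle for no effect and wells lacking substrate for full effect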
P. falciparum M1AAP – P. falciparum M1AAP inhibitors, biochemical, fluorogenic H-Leu-NHMec substrate, 1536-well (AID 1445); recombinant M1AAP, H-Leu-NHMec fluorogenic kinetic assay; higher % means a stronger effect; inhibition, % at 30 µM, or IC50 in µM where a hit was titrated; 220,000 tested, 0.42% active;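 active = primary inhibition above the hit cutoff, then over 50% inhibition at one or more dose response concentrations, cut at about 23% in these data, passing the limit was not always enough; inconclusive = conflicting primary data, or primary hits not chosen for dose response; inactive = low primary inhibition, or under 50% at every dose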;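 also: plate controls were DMSO full reaction for no effect and no enzyme background for full effect; strong numbers were not always called active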
LYP inhibition – inhibitors of LYP phosphatase, biochemical, fluorescence intensity, uHTS (AID 1779); 290,000 tested, 0.054% active; Tyrosine-protein phosphatase non-receptor type 22 (Homo sapiens); inhibition, % at 11.5 µM; hits with a dose series show IC50 in µM; recombinant LYP phosphatase, fluorescence intensity; higher % means a stronger effect;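 also: plate controls were vehicle with enzyme for no effect and no enzyme for full effect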
PMI inhibition – human PMI inhibitors, high substrate, primary screen, biochemical, fluorescence intensity, high mannose 6-phosphate (AID 1220) | Mannose-6-phosphate isomerase (Homo sapiens) | recombinant PMI enzyme, coupled fluorescence intensity; higher % means a stronger effect | inhibition, % at 20 µM, or IC50 in µM where a hit was titrated | 190,000 tested, 0.66% active
TNAP activation fold – human TNAP enzyme activators, primary screen, biochemical, luminescent, no phosphate acceptor, uHTS (AID 1001). Alkaline phosphatase, tissue-nonspecific isozyme (Homo sapiens). purified TNAP, luminescent activation assay, no phosphate acceptor; higher activation fold means a stronger effect. activation fold at 20 µM; hits with a dose series show EC50 in µM. 200,000 tested, 0.03% active; in the data active = activation fold from about 3, or a potency from the dose series; inactive = the rest, 99 in 100 with activation fold below about 1.6; also: many of its hits are not listed in these tables
Myeloid diff 2 GFP+ MAC1+ % – further read-out of Myeloid diff 2, marked with its call; GFP+ MAC1+ double positive, %; measured here: differentiation confirmed by MAC1 staining
An asterisk follows results filed as active; i = inactive; ? = inconclusive; · = no result given; & = joins results of further samples. Rule as the data show it, unless noted: active = inhibition above about 50%; inactive = the rest.

SMILES	ER stress rescue	Myeloid diff 2	Myeloid diff 2 GFP+ MAC1+ %	P. falciparum M17LAP	XIAP antagonists	human PMI inhibition	P. falciparum M1AAP	LYP inhibition	PMI inhibition	TNAP activation fold
CCCN(CC1CC1)C(=O)CSc1nnc(-c2cc(-c3cccs3)nc3ccccc23)o1	-3.0%	i	0.6	4%	-3.5%	4%	5%	-6%	1%	1.1
O=C(CCN1C(=O)c2ccccc2C1=O)Nc1sc2c(c1C(=O)NCC1CCCO1)CCC2 (stereo not drawn)	-0.7%	i	0.6	4%	-3.2%	14%	13%	-5%	4%	1.1
Cc1cnc(C(=O)OCC(=O)Nc2cccc(Cl)c2)cn1	-1.0%	i	2.0	-7%	-23%	9%	9%	-5%	14%	1.1
N#CC1=C(N)Oc2cc(O)c(C=Nc3ccccc3)cc2C1c1ccccc1 (stereo not drawn)	-2.2%	i	0.3	-1%	-6.2%	8%	8%	-6%	-4%	1.1
COc1ccc(N2CCN(c3cc(C)c4ccc(O)cc4n3)CC2)cc1	-1.0%	i	1.5	-2%	-2.9%	1%	12%	-2%	14%	1.1
Cc1cc(/C=C(\C#N)C(=O)OCC(=O)Nc2ccc(OC(F)F)cc2)c(C)n1CC(C)C	8.6%	i	1.0	-2%	-20%	25%	5%	-7%	16%	0.9
CC(=O)Oc1ccc(C(=O)Nc2cc(NC(=O)c3ccc(OC(C)=O)cc3)cc(C(=O)NC(C)(C)C)c2)cc1	0.0%	i	0.9	14%	3.7%	4%	-3%	6%	7%	1
CC1CCCN(C(C(=O)Nc2ccc3c(c2)OCO3)c2ccccc2)C1 (stereo not drawn)	-0.8%	i	2.3	-9%	-16%	4%	1%	2%	0%	0.8
COc1ccc(NC(=O)Cc2c(SC)c3ccccc3n2Cc2ccccc2)cc1	-1.1%	i	0.4	12%	-9.6%	11%	-3%	0%	10%	1.1
O=C(CN1C(=O)c2ccccc2S1(=O)=O)Nc1cccnc1	-2.8%	i	1.1	28%	-10%	1%	-1%	-3%	8%	1.1
COc1ccc(C2=CC(=O)CC(c3ccc(OC)cc3)C2)cc1 (stereo not drawn)	-0.5%	i	0.3	6%	-2.4%	14%	11%	0%	15%	1.1
CO/N=C/c1ccc(Oc2ccc(C)cc2)c([N+](=O)[O-])c1	-0.4%	i	0.0	12%	1.1%	-30%	0%	0%	-2%	1.2
Cn1c(=O)oc2cc(S(=O)(=O)NCc3ccccc3)ccc21	-0.7%	i	5.7	1%	-4.3%	-5%	-2%	2%	-5%	1
CCOC(=O)C(O)(CC(=O)Nc1ccc(Cl)cc1Cl)C(F)(F)F (stereo not drawn)	-2.4%	i	0.2	15%	-7.9%	7%	2%	-6%	11%	1
COc1ccc(C2=NN(C(=O)c3cccs3)C(c3ccccc3OC)C2)cc1OC (stereo not drawn)	0.8%	i	0.5	4%	-2.7%	9%	6%	5%	6%	1.1
Cc1nn2c(-c3ccc(Cl)cc3Cl)nnc2s1	-0.1%	i	0.9	7%	-1.9%	2%	-1%	0%	5%	1
CCC(=O)Nc1ccc2c(c1)nc(CN1CCCCC1)n2C	0.3%	i	1.2	-4%	-17%	10%	1%	-14%	22%	1
O=C1N2CN(C(c3ccccc3)c3ccccc3)CN=C2SC1(CO)CO	-3.0%	i	0.7	-3%	-4.6%	14%	0%	10%	7%	1
COc1ccc(/C=N/Nc2nc(-c3cccnc3)nc3ccccc23)c(OC)c1	·	i	0.5	4%	·	·	1%	-3%	·	·
CCN(CC)CCN(C(=O)c1cccc(N2C(=O)CCC2=O)c1)c1nc2cc3c(cc2s1)OCO3	0.1%	i	0.5	-4%	-7.6%	-14%	0%	-4%	-13%	1
O=C(/C=C/c1ccccc1[N+](=O)[O-])N1CCN(C(=O)c2ccco2)CC1	-0.8%	i	0.3	-1%	-6.3%	-15%	20%	1%	6%	1.1
CCOc1ccc(-c2cc(C(=O)N3CCN(C)CC3)c3ccccc3n2)cc1	-4.6%	i	0.2	-213%	-4.6%	11%	4%	0%	11%	1
Cc1cn(-c2cc(C(=O)Nc3ccc(C)c(NC(=O)C(=O)c4c[nH]c5ccccc45)c3)cc(C(F)(F)F)c2)cn1	·	i	0.6&0.8	2%	·	·	4%	-15%	·	·
CCN(CC)C(=O)Cn1cc(S(=O)(=O)CC(=O)NC2CCCCC2)c2ccccc21	-0.5%	i	0.1	5%	-5.7%	0%	8%	-5%	2%	1.1
CCOC(=O)c1c(SC)nc(SC)c2c1CCC2	0.6%	i	1.0	-12%	0.5%	14%	1%	-4%	13%	1.1
O=C(COC(=O)C1(c2ccc(Cl)cc2)CCCC1)Nc1ncc(C(F)(F)F)cc1Cl	-4.0%	i	0.0	4%	0.6%	16%	10%	9%	4%	1
CCc1nnc(NC(=O)CSc2nnc(-c3ccco3)n2CC)s1	4.1%	i	0.8	16%	1.2%	-2%	-3%	-8%	-2%	1.1
O=C(CSc1nnc(CCCO)n1-c1ccccc1)Nc1nccs1	-0.2%	i	7.0	8%	0.4%	2%	4%	-4%	-1%	1.1
COCCCNC(=S)NNC(=O)c1ccoc1C	-3.1%	i	0.7	-9%	-4.1%	12%	0%	-9%	5%	1.4
C1=Nc2ccccc2CN1c1ccccc1	-0.4%	i	0.1	18%	-1.8%	-31%	-1%	-1%	-21%	1.1

Whole records, looked up by structure. Values in the order: ER stress rescue	Myeloid diff 2	Myeloid diff 2 GFP+ MAC1+ %	P. falciparum M17LAP	XIAP antagonists	human PMI inhibition	P. falciparum M1AAP	LYP inhibition	PMI inhibition	TNAP activation fold
`O=C(COC(=O)C1(c2ccc(Cl)cc2)CCCC1)Nc1ncc(C(F)(F)F)cc1Cl` is entered as -4.0%	i	0.0	4%	0.6%	16%	10%	9%	4%	1
`COCCCNC(=S)NNC(=O)c1ccoc1C` is entered as -3.1%	i	0.7	-9%	-4.1%	12%	0%	-9%	5%	1.4
`C1=Nc2ccccc2CN1c1ccccc1` is entered as -0.4%	i	0.1	18%	-1.8%	-31%	-1%	-1%	-21%	1.1

Taken from above.
`CCOC(=O)c1c(SC)nc(SC)c2c1CCC2` in human PMI inhibition is listed with 14%
`Cc1cn(-c2cc(C(=O)Nc3ccc(C)c(NC(=O)C(=O)c4c[nH]c5ccccc45)c3)cc(C(F)(F)F)c2)cn1` in P. falciparum M1AAP is listed with 4%
`C1=Nc2ccccc2CN1c1ccccc1` in P. falciparum M17LAP is listed with 18%
`CCN(CC)CCN(C(=O)c1cccc(N2C(=O)CCC2=O)c1)c1nc2cc3c(cc2s1)OCO3` in ER stress rescue is listed with 0.1%

The results go on:
SMILES	ER stress rescue	Myeloid diff 2	Myeloid diff 2 GFP+ MAC1+ %	P. falciparum M17LAP	XIAP antagonists	human PMI inhibition	P. falciparum M1AAP	LYP inhibition	PMI inhibition	TNAP activation fold
CCN1C(=O)C(c2ccc(O)cc2)(c2ccc(O)cc2)c2ccccc21	-2.0%	i	0.6	9%	-14%	15%	1%	-6%	13%	1.1
CCc1ccccc1N(C(C)=O)c1nc(CN=C=S)cs1	7.1%	i	0.2	95%	-1.5%	-13%	9%	-4%	-7%	1.2
CCCCC[n+]1ccn(C2=C([O-])c3ccccc3C(=O)/C2=N\S(=O)(=O)c2ccccc2)c1	-1.2%	i	0.9	4%	0.5%	7%	5%	-8%	47%	0.9
COc1ncnc2c1oc1nc(C)c3c(c12)CC(C)(C)OC3	·	i	0.4	-2%	·	·	1%	-3%	·	·
Nc1ccccc1NC(=O)c1ccccc1	0.6%	i	0.3	25%	-1.8%	5%	10%	-3%	5%	1.1
O=c1cc(CN2CCN(c3ccc(O)cc3)CC2)nc2scc(-c3ccccc3)n12	4.5%	i	0.9	-4%	-1.8%	15%	6%	-3%	49%	1
CCOc1cc(NS(=O)(=O)c2ccc(NC(C)=O)cc2)c(OCC)cc1NC(=O)C(C)C	-2.4%	i	4.8	-3%	-14%	8%	6%	-2%	7%	1.1
COc1ccc(/C=C(\C#N)C(=O)OCC(=O)NCc2ccc(Cl)cc2)cc1	-1.6%	·	·	23%	-8.6%	-12%	7%	-7%	-14%	1
O=C(CCN1CCN(C(=O)c2ccco2)CC1)Nc1ccc(F)cc1	-2.0%	i	1.1	17%	-4.2%	1%	1%	-9%	-2%	1.1
CSc1sc(C(=O)N(C)C)c2c1S(=O)(=O)N(C)c1ccccc1-2	·	i	1.0	3%	·	·	5%	-1%	·	·
COc1ccc(C(=O)CSc2nn3c(=O)c(C(C)(C)C)nnc3s2)cc1	-0.4%	i	0.7	10%	-16%	17%	0%	2%	13%	1.1
N#CC1=C(SCC(=O)NC23CC4CC(CC(C4)C2)C3)NC(=O)C(C#N)C12CCCCC2 (stereo not drawn)	1.7%	i	5.8	3%	-4.7%	17%	20%	5%	20%	1
CCOC(Cn1c(-c2ccc(OC)cc2)nc2ccccc21)OCC	0.8%	i	0.8	-12%	0.2%	-1%	0%	-6%	-2%	1.2
CCOC(=O)CSc1n[nH]c(NC(=O)c2ccccc2)n1	1.8%	i	6.8	18%	-1.0%	-1%	?	0%	-4%	1.1
COC(=O)c1ccccc1-c1ccc(/C=N/NC(N)=O)o1	·	i	0.3	23%	·	·	7%	-4%	·	·
CN(Cc1nc(-c2ccc3c(c2)OCO3)no1)CC1(N2CCOCC2)CCCCC1	-0.6%	i	0.4	4%	-0.3%	11%	-2%	-7%	7%	1.1
O=C1CC(C(=O)Nc2ccc(Br)cc2)C2(CCCC2)O1 (stereo not drawn)	-3.0%	·	·	9%	-5.2%	2%	8%	-12%	-14%	1.1
Cc1nn(-c2ccc(F)cc2)c(Cl)c1/C=N/NC(=O)c1cccc(S(=O)(=O)N2CCCC2)c1	-2.4%	i	0.0	7%	-0.1%	6%	7%	-4%	2%	1.1
COC(=O)c1ccc2nc(NC(=O)C3CCCCC3)sc2c1	0.3%	i	0.0	-4%	-1.9%	0%	5%	-6%	-2%	1.1
CCCCNCCOCCOc1ccc(C)cc1Br	-2.8%	i	0.1	2%	-5.6%	-14%	4%	-8%	-17%	1
COc1ccc(C(=O)NC(=S)Nc2cc(C)ccn2)cc1[N+](=O)[O-]	5.0%	i	0.2	5%	-2.9%	18%	-4%	-7%	6%	0.9
